KCNH2 3.1 inh – KCNH2 3.1 (human) potassium channel inhibition; U2OS KCNH2 3.1, thallium flux FluxOr; active compounds read low; activity change, % (tested at about 1.8 µM); 0.95% of 340,000 active; AID 720553;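 active means maximum activity change below -70%; inconclusive means maximum activity change from -70% to -50%; inactive means maximum activity change above -50%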;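 further: thallium influx rate constant from kinetic fluorescence after stimulation buffer; on the % scale 0 is the no-effect control and ±100 the full control effect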
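Normalized rate constant (relative to positive and negative DMSO controls) derived from a 2 min kinetic fluorescence read after stimulation; U2OS cells expressing the 3.1 isoform via virus at 1.77 x 10^8 /mL.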
TRPV1 ag – agonists of human vanilloid receptor 1 (TRPV1); Q8NER1; TRPV1-expressing cells, Fluo-8 calcium influx, agonist mode; activation, % at 8.33 µM; 0.19% of 320,000 active; in the data active means activation above about 80%; inconclusive means between about 30% and that limit; further: 0% is about no effect
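Fluo-8 calcium influx in TRPV1-expressing cells, kinetic read (ex 480/em 520 nm). Compound added and read 3 min for agonist activity, followed by capsaicin at EC20 final and 2 min further read for enhancement.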
GALK inhibitor – blocks human galactokinase activity | Potency, µM (series often up to 57.5 µM), without a hit: top-dose activity change, negative = inhibition, actives largely listed as inhibitors | Purified GALK, Kinase-Glo residual ATP luminescence | P51570 | 0.007% of 270,000 active; further: potency means the concentration at half of the fitted maximal effect; on the % scale 0 is the no-effect control and ±100 the full control effect
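The enzyme phosphorylates galactose (100 uM) using ATP (35 uM); inhibition is detected as higher residual ATP, quantified by bioluminescence after 1 h reaction at room temperature, pH 8.0.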
MLL CXXC-DNA inh – inhibitors of human MLL CXXC domain-DNA interaction | Q03164 | MLL-CXXC / FITC-HOXA9 DNA fluorescence polarization | Potency, µM (titrated, usually from 115 µM), for inactives: at the top dose activity change, negative = inhibition, hits mostly inhibitors | 0.037% of 290,000 active | AID 2662; active means well fitted inhibition curve with a large enough effect in the polarisation, with a control signal flat, not every such curve was filed as active; inconclusive means small, poorly fitted or top-dose-only effect, or effect the other way, or a change in a side signal; inactive means no such curve, though single readings can be large or run the other way; the % refers to the polarisation; further: potency means the concentration at half of the fitted maximal effect
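Steps: dispense CXXC domain solution (7 uM) → pin compounds or unlabeled HOX-A9 DNA control → 5 min ambient → add FLSN-HOX-A9 solution (50 nM) → spin → 30 min ambient → fluorescence polarization. Tris pH 7.5/NaCl/DTT/BSA buffer.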
Coupling enz – coupling enzyme interference in Giardia aldolase counter-screen. coupling enzyme system counterscreen, AmpLite Red fluorescence. activity change, negative = inhibition, % at 58.2 µM, hits read low. 0.67% of 290,000 active; in the data active means activity change below about -30%; further: on the % scale 0 is the no-effect control and ±100 the full control effect
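Compounds tested against the coupling enzymes alone at 57.5 uM final; readout was AmpLite Red fluorescence (525/598 nm) after 20 min at RT.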
A-T KAP1 phos – candidate therapy for ataxia-telangiectasia. […] A-T fibroblasts, KAP-1 phosphorylation AlphaLISA; neocarzinostatin DNA damage 30 min before lysis. 0.19% of 320,000 active. Potency, µM (highest dose often 57.5 µM), inactives show top-dose activation, actives largely listed as activators. AID 485349; further: potency means the concentration at half of the fitted maximal effect; % of control where 0% means no effect; nearly all actives have a fitted effect of over 45% in size
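ATM-like activity read as KAP-1 phosphorylation via AlphaLISA donor/acceptor antibody pairs after lysis and 6 hr at 25C. Cells were ATM-null patient fibroblasts ([…], hTERT), dosed 60 min, then exposed to the DSB inducer NCS for 30 min.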
ASM inhibitor – inhibitors of human secretory acid sphingomyelinase; Potency, µM (top dose mostly 57.5 µM), inactives show top-dose activity change, negative = inhibition, actives largely listed as inhibitors; AID 504937; 0.006% of 340,000 active; placental ASM, HMU-PC fluorogenic substrate, 60 min; P17405; further: potency means the concentration at half of the fitted maximal effect
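Human placenta-derived ASM preincubated with compound 10 min at room temperature, then reacted with 9 uM (final) fluorogenic HMU-PC substrate for 60 min at 37 C. Stop solution raises pH to 10; fluorescence read at Ex 386/Em 447 nm.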
a7 integrin act – activators of alpha7 integrin expression for muscular dystrophy; alpha7betagal myoblasts, beta-gal FDG fluorescence, 48 h; Potency, µM (doses to about 38.3 µM), for the others: at the highest dose activation, hits mostly activators; 0.064% of 350,000 active; AID 624291;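 further: potency means the concentration at half of the fitted maximal effect; 100% = response of the positive control SU9516; nearly all actives have a fitted effect of over 60% in size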
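alpha7betagal+/- myoblasts (passage 13, 250/well) treated 48 h at 37C with compounds at 1:260 dilution of DMSO stock. Lysed, then beta-galactosidase activity read as FDG fluorescence (ex 480/em 540) after 30 min, with pre-read for autofluorescence.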
hERG WT inh – KCNH2 (human, wildtype) channel inhibition | Q12809 | U2OS, BacMam KCNH2, thallium flux FluxOr; active compounds read low | activity change, % at 1.84 µM | 0.37% of 340,000 active;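 active means maximum activity change below -70%; inconclusive means maximum activity change between -70% and -50%; inactive means maximum activity change above -50%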; further: on the % scale 0 is the no-effect control and ±100 the full control effect
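U2OS cells transduced with wild-type KCNH2 virus are loaded with FluxOr dye for 45 min, and thallium flux is measured in kinetic reads before and after stimulation buffer. Rate constants are normalized to DMSO controls.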
MBNL1-CUG inh – MBNL1-poly(CUG) RNA binding inhibition. Q9NR56. TR-FRET MBNL1-His/biotin-(CUG)12 binding, 665/545 ratio. Potency, µM (titrated, usually from 57.5 µM), without a hit: at the highest dose activity change, negative = inhibition, most hits filed as inhibitors. 0.036% of 280,000 active; active means well fitted inhibition curve with a large enough effect in the signal ratio, with a control signal flat, not every such curve was filed as active; inconclusive means small, poorly fitted or top-dose-only effect, or effect the other way, or a change in a side signal; inactive means no such curve, though single readings can be large or run the other way; the % refers to the signal ratio; further: potency means the concentration at half of the fitted maximal effect; on the % scale 0 is the no-effect control and ±100 the full control effect
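Ratiometric TR-FRET (665 over 545 nm, excitation 340 nm) tracks disruption of MBNL1-His/biotin-(CUG)12 complex after 60 min at room temperature, with compounds at 92 nM to 58 uM final.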
* hit, by the source's call; ? = inconclusive; . = no result given; [ ] = another dose, or the depositor's remark. Unless noted, the call rests on the fitted dose curve; in most records, active means well fitted curve in the direction sought with a large enough effect; inconclusive means small, poorly fitted or top-dose-only effect, or another doubt; inactive means no such curve, though single readings can be large; an effect the other way counts as inactive or inconclusive. No enrichment for hits; about 2% have a hit in one of these screens.

SMILES	KCNH2 3.1 inh	TRPV1 ag	GALK inhibitor	MLL CXXC-DNA inh	Coupling enz	A-T KAP1 phos	ASM inhibitor	a7 integrin act	hERG WT inh	MBNL1-CUG inh
COc1ccccc1NC(=O)c1c(Nc2ccccc2F)sc(C(=O)Nc2cccc(Cl)c2)c1N	3.6	1.0	-1.3%	-2.3%	-5.4	-6.3%	-7.7%	6.6%	-5.9	?
O=C(Cc1cccs1)NC(c1ccccc1)c1ccccc1	-6.7	5.3	1.3%	-0.9%	0.3	-1.6%	2.2%	18.4%	2.8	6.7%
Cn1c2ccccc2c2cc(/C=N/NC(=O)c3ccc(N)cc3)ccc21	-1.8	10.8	-8.8%	-4.1%	.	5.6%	112.1%[activator]	-3.1%	1.4	7.5%
CCC(C)C1NC(=S)N(Cc2ccccc2)C1=O (stereo not drawn)	16.0	27.9	3.1%	-10.6%	0.5	2.3%	4.2%	-15.5%	-20.3	-7.4%
Cc1cccc(C2c3[nH]c4ccccc4c3CCN2Cc2ccc(C)s2)n1 (stereo not drawn)	-13.3	-0.9	-1.0%	6.8%	0.0	3.7%	-5.3%	-31.4%	3.5	5.8%
CCCNc1nc(C)nc2c1cnn2CCc1ccccc1	0.5	6.6	2.5%	-6.6%	-7.9	4.9%	3.9%	-12.1%	-8.7	5.6%
Cc1ccc(S(=O)(=O)N2CCCCC2)cc1NC(=O)COc1ccccc1F	-14.3	13.9	-0.7%	1.4%	-0.6	10.2%	-0.2%	5.3%	-4.4	-1.1%
O=C(Nc1ccc(N2CCN(C(=O)c3ccco3)CC2)cc1)c1cccc(F)c1	-1.7	15.6	-0.2%	?	0.8	3.6%	-3.5%	-16.5%	0.4	-21.4%
Cc1cc(C)cc(Oc2ccccc2/C=C\C(=O)O)c1	3.8	-6.9	-1.3%	-20.3%	11.1	16.1%	-3.0%	26.1%	-3.8	-4.6%
Cc1onc(-c2c(Cl)cccc2Cl)c1C(=O)N1CCN(Cc2ccccc2)CC1	-3.4	26.7	0.6%	4.4%	3.6	-4.7%	4.6%	-53.1%[inhibitor]	-18.0	-6.6%

The list goes on, overlapping the part above by five compounds.
SMILES	KCNH2 3.1 inh	TRPV1 ag	GALK inhibitor	MLL CXXC-DNA inh	Coupling enz	A-T KAP1 phos	ASM inhibitor	a7 integrin act	hERG WT inh	MBNL1-CUG inh
CCCNc1nc(C)nc2c1cnn2CCc1ccccc1	0.5	6.6	2.5%	-6.6%	-7.9	4.9%	3.9%	-12.1%	-8.7	5.6%
Cc1ccc(S(=O)(=O)N2CCCCC2)cc1NC(=O)COc1ccccc1F	-14.3	13.9	-0.7%	1.4%	-0.6	10.2%	-0.2%	5.3%	-4.4	-1.1%
O=C(Nc1ccc(N2CCN(C(=O)c3ccco3)CC2)cc1)c1cccc(F)c1	-1.7	15.6	-0.2%	?	0.8	3.6%	-3.5%	-16.5%	0.4	-21.4%
Cc1cc(C)cc(Oc2ccccc2/C=C\C(=O)O)c1	3.8	-6.9	-1.3%	-20.3%	11.1	16.1%	-3.0%	26.1%	-3.8	-4.6%
Cc1onc(-c2c(Cl)cccc2Cl)c1C(=O)N1CCN(Cc2ccccc2)CC1	-3.4	26.7	0.6%	4.4%	3.6	-4.7%	4.6%	-53.1%[inhibitor]	-18.0	-6.6%
O=C1c2ccccc2-c2nnc(-c3ccc(F)cc3)cc21	-3.9	0.4	15.3%	1.4%	-1.6	-3.0%	-1.7%	10.8%	10.4	?
c1ccc(-c2cnc(-c3ccccc3)nn2)cc1	20.6	.	.	.	.	.	-0.4%	3.6%	0.2	.
CC(C)Cc1nnc(NC(=O)CCC(=O)N2CCC(C)CC2)s1	-26.1	22.4	7.1%	9.8%	.	7.8%	-0.4%	16.2%	-9.5	-9.8%
O=C(NCCCN1CCN(CCCNC(=O)c2ccccc2F)CC1)c1ccccc1F	-14.6	-1.3	0.7%	10.7%	-1.3	-5.9%	3.0%	16.8%	3.4	-0.6%
N#Cc1ccccc1S(=O)(=O)N1CCC(C(=O)NCc2ccccc2CN2CCCC2)CC1	-17.3	5.9	.	.	.	18.9%	-1.1%	5.5%	59.2	.
CCCCCn1c(N)c(-c2nc3ccccc3s2)c2c([N+](=O)[O-])nn(C)c(=O)c21	-8.1	-2.0	2.6%	-5.4%	3.0	-0.9%	-5.3%	31.2%	6.2	-6.0%
O=S(=O)(N/N=C\c1cn(-c2ccccc2)nc1-c1ccccc1)c1ccccc1	3.5	8.8	3.8%	2.7%	0.6	2.6%	-10.6%	29.0%	-17.2	-7.0%
O=C(N/N=C/c1ccc2c(c1)OCO2)C(=O)Nc1ccccc1Cl	-0.3	2.6	-7.8%	15.0%	.	-10.0%	9.3%	25.1%	-0.4	-1.6%
Cc1ccc(N(C(=O)c2ccc(S(=O)(=O)N3CCOCC3)cc2)C2C=CS(=O)(=O)C2)cc1 (stereo not drawn)	7.0	3.9	-2.5%	1.1%	0.5	4.4%	5.7%	22.3%	-22.7	-1.9%
O=C(NCCCN1CCOCC1)c1ccc(CSc2ccc(Cl)cc2)cc1	-31.9	11.0	13.2%	3.2%	-1.8	0.3%	-5.1%	-54.6%[inhibitor]	40.2	-0.3%
Cc1cccc(C(=O)Nc2cc(NC(=O)c3cccs3)ccc2C)c1	12.9	20.7	-1.6%	0.3%	-5.8	-1.9%	-1.9%	-45.4%[inhibitor]	-0.2	-2.6%
O=C(O)CCS(=O)(=O)Cc1cccc(Cl)c1	11.5	-2.5	-0.6%	0.3%	3.7	12.5%	0.8%	-12.8%[7.66 µM]	18.7	-4.2%
COc1cccc(-n2cnnc2SC(C)C(=O)NC2CCCC2)c1 (stereo not drawn)	9.9	2.3	.	.	.	18.5%	5.1%	17.7%	-11.4	.
Cc1cccc(-c2nn(-c3ccccc3)cc2C(=O)Nc2cccc(S(=O)(=O)NC3=NCCC3)c2)c1	-20.5	-1.3	.	.	.	0.4%	-6.0%	-17.6%	-27.4	.
CC(C)OC(=O)c1nnn(-c2nonc2N)c1CSc1ccccn1	-0.9	-13.6	0.0%	-10.9%	-2.3	5.7%	-1.0%	-20.7%	0.6	4.2%
O=C(Nc1cccc(S(=O)(=O)N2CCCCCC2)c1)c1ccc2c(c1)OCO2	-83.9*	?	1.4%	-2.0%	-7.0	2.9%	-4.6%	-11.9%	-24.4	.
C1=CCC(CN2CCN(C3CCCCCC3)CC2)CC1 (stereo not drawn)	-5.7	-1.0	-1.1%	8.7%	-2.4	1.1%	2.5%	-11.2%	7.7	-8.9%
CCOC(=O)C1=C(C)N=C2SC(C)C(=O)N2C1c1ccccc1 (stereo not drawn)	-93.9*	3.8	3.8%	6.9%	-0.1	-0.2%	0.4%	-24.4%	-8.5	3.6%
O=C(NNC(=O)C1CCCC1)c1ccc(F)cc1	-9.0	0.0	1.1%	-2.8%	-2.0	-6.2%	18.6%	-7.1%	8.8	3.4%
CCCc1nnc(SCC(=O)NC2CC2)n1C	2.3	-0.9	-1.8%	2.1%	-0.5	1.7%	5.3%	6.9%	0.1	-0.3%
COc1ccc(-c2cccc(-c3cc(=O)oc4cc5c(cc34)OCO5)c2)cc1	-25.0	.	.	.	0.0	8.4%	164.8%[activator]	36.0%	7.2	.
CC(=O)c1ccc(N2CCN(C(=O)c3cn(Cc4ccccc4)nc3-c3cccnc3)CC2)c(F)c1	4.2	-1.7	.	.	.	-1.0%	0.0%	0.0%	-5.1	.
CCOC(=O)C1=C(c2ccccc2)NC(=O)NC1c1cc(OC)c(OC)c(OC)c1 (stereo not drawn)	-11.6	3.1	.	.	.	9.2%	1.8%	14.6%	-3.0	.
CN(CCc1ccccn1)C(=O)Nc1cccc(Cl)c1	0.3	2.3	0.6%	-3.7%	-0.7	1.6%	2.2%	7.6%	-2.9	.
COC(=O)C(C)(C)ONC(=O)Nc1ccc([N+](=O)[O-])cc1	-5.6	-0.6	-2.2%	5.7%	-0.4	-1.2%	-1.7%	-20.0%	-2.1	?
Cc1cc(Cl)ccc1NC(=S)N1CCN(C(=O)C2CCCO2)CC1 (stereo not drawn)	-4.1	-4.7	0.5%	-3.0%	3.1	.	5.6%	3.5%	0.5	.
Cn1c(SCC(=O)NCCc2ccccc2)ncc(C(=O)Nc2ccc(F)cc2)c1=O	-1.1	-2.0	.	.	.	-0.7%	12.1%	11.2%	26.2	.
COc1ccc2c(c1)NC(C)(C)C=C2C	6.7	1.8	10.4%	5.7%	-33.1*	6.6%	24.1%	-17.5%	-22.4	3.1%
Cc1noc(C)c1C(=O)OCC(=O)c1c(N)n(CC(C)C)c(=O)n(C)c1=O	-10.6	-3.5	0.8%	8.4%	1.6	9.8%	-0.1%	8.7%	0.8	0.0%
NC(=O)c1sc2nccc(Nc3ccccc3)c2c1N	27.1	2.6	-0.4%	5.8%	-0.1	3.7%	418.5%[activator]	?	1.9	?
